POLI inh: inhibitors of human DNA polymerase iota. Q9UNA4. Pol iota fluorescent replication assay, 10 min. Potency, µM (doses to about 115 µM), for inactives: top-dose activity, negative = inhibition, hits mostly inhibitors. actives 1% (n = 390,000). AID 588590
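Fluorescent replication assay read twice, at 0 min and 10 min after adding 50 nM (final) substrate. Enzyme (10 nM) and compounds were first incubated 15 min at room temperature; enzyme-free buffer wells were negative controls.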
POLH inh: blocks human DNA polymerase eta activity | actives 1.2% (n = 390,000) | Potency, µM (highest dose often 114 µM), inactives show at the top dose activity change, negative = inhibition, most hits filed as inhibitors | recombinant Pol eta, fluorescent DNA replication assay | AID 588591 | Q9Y253; further: on the % scale 0 is the no-effect control and ±100 the full control effect
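Pol eta at 10 nM preincubated with compounds 15 min at room temperature; reaction started with fluorescent substrate (50 nM final) and read kinetically at 0 and 10 min.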
G9a block: inhibitors of human histone lysine methyltransferase G9a | Q96KQ7 | G9a H3K9 monomethylation, AlphaScreen, 2 h | Potency, µM (titrated, usually from 102 µM), without a hit: at the top dose activity, negative = inhibition, most hits filed as inhibitors | actives 8.8% (n = 350,000) | AID 504332; further: on the % scale 0 is the no-effect control and ±100 the full control effect; nearly all actives have a fitted effect of over 75% in size
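Signal arises when biotinylated H3K9 peptide, once monomethylated, bridges streptavidin donor and antibody-captured acceptor beads. Enzyme at 20 nM was preincubated 15 min with test compounds; peptide 500 nM and SAM 20 uM then reacted for 2 h.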
POLB inh: inhibitors of human DNA polymerase beta | Pol beta primer extension/strand displacement, fluorescence kinetic | Potency, µM (top dose mostly 114 µM), for the others: top-dose activity change, negative = inhibition, usual class: inhibitors | actives 1.3% (n = 340,000) | P06746; further: on the % scale 0 is the no-effect control and ±100 the full control effect
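10 nM enzyme + cpd, 15 min RT; start with substrate 50 nM final; read 0 min and after 10 min RT. Corrected, normalized data; 4-parameter Hill curve fit.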
BAZ2B block: BAZ2B (human) inhibition; actives 4.4% (n = 360,000); Potency, µM (top dose mostly 114 µM), for the others: top-dose activity change, negative = inhibition, most hits filed as inhibitors; Q9UIF8; AlphaScreen BAZ2B-H3K14Ac peptide displacement; further: on the % scale 0 is the no-effect control and ±100 the full control effect; nearly all actives have a fitted effect of over 60% in size
Target sequence (Q9UIF8 whole entry, looked up): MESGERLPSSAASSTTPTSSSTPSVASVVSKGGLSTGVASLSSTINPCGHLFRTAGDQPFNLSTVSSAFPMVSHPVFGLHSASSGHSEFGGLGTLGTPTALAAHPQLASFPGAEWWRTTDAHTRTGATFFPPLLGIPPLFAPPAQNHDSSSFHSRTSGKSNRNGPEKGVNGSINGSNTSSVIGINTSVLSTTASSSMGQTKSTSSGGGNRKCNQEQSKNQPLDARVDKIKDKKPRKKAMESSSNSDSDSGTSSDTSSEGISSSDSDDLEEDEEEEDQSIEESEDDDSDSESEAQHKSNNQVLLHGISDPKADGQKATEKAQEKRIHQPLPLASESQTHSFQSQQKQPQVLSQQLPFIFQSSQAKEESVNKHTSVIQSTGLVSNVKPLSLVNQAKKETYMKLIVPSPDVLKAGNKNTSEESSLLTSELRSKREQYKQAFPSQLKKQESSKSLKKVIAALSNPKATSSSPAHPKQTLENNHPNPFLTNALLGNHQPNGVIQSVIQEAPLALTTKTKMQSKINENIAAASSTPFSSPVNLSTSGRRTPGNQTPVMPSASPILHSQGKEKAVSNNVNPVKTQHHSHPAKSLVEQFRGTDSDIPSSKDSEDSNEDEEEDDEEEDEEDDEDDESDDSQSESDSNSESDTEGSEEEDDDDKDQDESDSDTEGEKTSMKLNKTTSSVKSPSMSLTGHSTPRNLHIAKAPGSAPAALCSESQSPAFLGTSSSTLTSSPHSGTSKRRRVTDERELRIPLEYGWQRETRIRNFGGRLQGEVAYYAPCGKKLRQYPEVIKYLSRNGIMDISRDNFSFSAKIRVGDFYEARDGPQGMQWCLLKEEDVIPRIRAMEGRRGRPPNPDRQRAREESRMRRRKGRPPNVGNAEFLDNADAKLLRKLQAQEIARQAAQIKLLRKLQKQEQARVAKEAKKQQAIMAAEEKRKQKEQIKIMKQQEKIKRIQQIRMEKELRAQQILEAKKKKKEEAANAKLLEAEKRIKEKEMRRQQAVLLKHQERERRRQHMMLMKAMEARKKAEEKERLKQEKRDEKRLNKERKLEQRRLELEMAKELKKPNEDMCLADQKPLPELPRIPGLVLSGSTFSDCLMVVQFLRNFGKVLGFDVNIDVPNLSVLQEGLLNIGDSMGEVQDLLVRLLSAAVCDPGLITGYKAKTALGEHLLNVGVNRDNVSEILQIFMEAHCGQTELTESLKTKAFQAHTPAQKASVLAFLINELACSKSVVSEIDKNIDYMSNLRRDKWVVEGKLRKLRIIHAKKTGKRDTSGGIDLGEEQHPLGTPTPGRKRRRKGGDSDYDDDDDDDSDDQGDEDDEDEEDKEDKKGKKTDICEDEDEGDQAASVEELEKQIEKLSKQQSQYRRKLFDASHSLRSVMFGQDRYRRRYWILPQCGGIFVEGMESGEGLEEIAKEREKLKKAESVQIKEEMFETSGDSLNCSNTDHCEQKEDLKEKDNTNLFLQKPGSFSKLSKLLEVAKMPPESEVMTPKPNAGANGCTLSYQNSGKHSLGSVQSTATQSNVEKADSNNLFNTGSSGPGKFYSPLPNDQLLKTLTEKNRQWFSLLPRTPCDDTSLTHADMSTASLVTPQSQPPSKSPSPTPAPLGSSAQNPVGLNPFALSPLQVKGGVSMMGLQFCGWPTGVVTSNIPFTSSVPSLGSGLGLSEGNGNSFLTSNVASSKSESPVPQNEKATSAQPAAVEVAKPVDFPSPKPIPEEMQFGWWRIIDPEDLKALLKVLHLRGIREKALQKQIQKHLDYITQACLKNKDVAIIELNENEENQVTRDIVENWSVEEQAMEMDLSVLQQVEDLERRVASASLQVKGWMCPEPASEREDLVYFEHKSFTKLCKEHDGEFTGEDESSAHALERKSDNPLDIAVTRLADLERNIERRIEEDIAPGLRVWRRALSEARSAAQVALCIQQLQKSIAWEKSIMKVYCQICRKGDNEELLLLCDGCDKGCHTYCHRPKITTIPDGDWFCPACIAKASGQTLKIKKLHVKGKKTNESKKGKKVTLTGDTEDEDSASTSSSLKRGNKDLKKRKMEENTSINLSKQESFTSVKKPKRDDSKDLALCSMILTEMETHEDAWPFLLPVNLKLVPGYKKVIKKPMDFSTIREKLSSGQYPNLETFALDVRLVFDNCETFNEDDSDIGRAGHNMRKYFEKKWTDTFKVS
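BAZ2B (50 nM) with biotin-H3(5-23)K14Ac peptide (50 nM) in PBS pH 7.4, 0.01% Tween-20, preformed 30 min, then compound 30 min at room temperature; top concentration 110uM. AlphaScreen streptavidin donor/nickel chelate acceptor beads (10 ug/mL final), 20 min dark, signal read.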
Anesthetic bind: candidate novel general anesthetic via apoferritin binding; apoferritin/1-aminoanthracene competitive binding, fluorescence; Potency, µM (highest dose often 77.5 µM), for inactives: at the highest dose activity change, negative = displacement, hits mostly inhibitors; actives 0.074% (n = 350,000); further: on the % scale 0 is the no-effect control and ±100 the full control effect; nearly all actives have a fitted effect of over 20% in size
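Read-out: endpoint 1-AMA fluorescence, excitation 380 nm and emission 535 nm, after compounds sit 10 min at room temperature with 10 uM horse-spleen apoferritin in 50% saturated 1-AMA/PBS. Values come from four-parameter Hill fits.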
BLM inh: inhibitors of human Bloom syndrome helicase BLM. P54132. recombinant BLM DNA unwinding, fluorescence dequenching. Potency, µM (titrated, usually from 56.1 µM), for the others: top-dose activity change, negative = inhibition, actives largely listed as inhibitors. actives 0.2% (n = 350,000). AID 2528;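 further: plate controls were vehicle for no effect and no enzyme for full effect; nearly all actives have a fitted effect of over 35% in size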
APEX1 inh: blocks human APE1 abasic DNA cleavage; P27695; actives 0.35% (n = 350,000); recombinant APE1, TAMRA/BHQ-2 abasic DNA cleavage fluorescence; Potency, µM (top dose mostly 65.8 µM), without a hit: at the highest dose activity change, negative = inhibition, actives largely listed as inhibitors;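 further: plate controls were vehicle for no effect and reference inhibitor for full effect; nearly all actives have a fitted effect of over 55% in size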
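Compound pre-exposure to 0.75 nM APE1, 15 min at ambient temperature. Reaction initiated with 50 nM TAMRA/BHQ-2 THF substrate, read immediately in kinetic mode, 525 nm excitation, 598 nm emission.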
POLK inh: blocks human DNA polymerase kappa activity; Potency, µM (highest dose often 107 µM), for the others: at the top dose activity, negative = inhibition, hits mostly inhibitors; Q9UBT6; actives 0.53% (n = 400,000); purified Pol kappa, fluorescent DNA synthesis assay, 10 min; further: on the % scale 0 is the no-effect control and ±100 the full control effect
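50 nM final substrate added after 15 min RT preincubation of 10 nM Pol kappa with compound; fluorescence read at 0 and 10 min.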
* marks the source's active call; other numbers are inactive results; ? = inconclusive; · = not tested or not shown; [ ] = remark or other dose. The call rests on the fitted dose curve; in most records, active means well fitted curve in the direction sought with a large enough effect; inconclusive means small, poorly fitted or top-dose-only effect, or another doubt; inactive means no such curve, though single readings can be large; an effect the other way counts as inactive or inconclusive. Potency means the concentration at half of the fitted maximal effect. This is a subset, so the mix of outcomes need not match the whole.

SMILES	POLI inh	POLH inh	G9a block	POLB inh	BAZ2B block	Anesthetic bind	BLM inh	APEX1 inh	POLK inh
Cc1cccc(C)c1NC(=O)Cn1c(=O)n(CC2CCC(C(=O)NCCc3ccccc3)CC2)c(=O)c2ccccc21 (configuration not stated)	-14%	-1%	1%[59 µM]	-1%	3%	0%	2%	·	-25%
CCCCC12CN3CC(C)(CN(C1)C3c1c[nH]c3ccccc13)C2=O (configuration not stated)	19%	?	?	-1%	-36%	-18%	-4%	·	-7%
O=c1oc(CCO)cc2ccc(C#Cc3ccsc3)cc12	5%	-11%	13%[2.33 µM]	·	7%	·	·	2%	-13%
Cc1ccccc1CNC(=O)/C=C\C(=O)O	-6%	-16%	-8%[59 µM]	-1%	-4%	-4%	-2%	-2%	-17%
CCn1cc(C(=O)NCCc2ccc(OC)c(OC)c2)c(=O)c2cc(S(=O)(=O)N3CCc4ccccc4C3)ccc21	-3%	-20%	?	-12%	·	-20%	-7%	·	-8%
Cc1ccnc(NC2OC(=O)c3ccccc32)c1 (configuration not stated)	18%	-14%	7%[59 µM]	-10%	-31%	-6%	2%	5%	-5%
CC(C)=CCN1CCN(Cc2nc(-c3ccc(F)cc3)cs2)CC1CCO (configuration not stated)	15%	-4%	-19%	-23%	-14%	1%	1%	1%	1%
Cc1ccc2cc(C#N)c(N3CCN(C)CC3)nc2c1	9%	4%	-12%[59 µM]	2%	-2%	-5%	2%	2%	-14%
O=C(NNC(=O)c1cc(Br)c(Br)s1)c1ccncc1	-9%	-18%	4%[12.7 µM]	·	8%	·	·	3%	-2%
CCOc1cc(C2C3=C(CCCC3=O)Nc3ccc4ncccc4c32)ccc1O (configuration not stated)	28%	-2%	-33%	41%[activator]	·	-4%	-4%	16%	-13%
Cc1cc(C)cc(NC(=O)C2CCCN2S(=O)(=O)c2cccc3nsnc23)c1 (configuration not stated)	35%[activator]	-22%	-32%[59 µM]	14%	-30%	-12%	1%	·	-10%
Nc1nc(-c2cccnc2)nn1C(=O)c1ccc(F)cc1	-27%	-11%	·	7%	4%	-4%	-2%	10%	2%
O=C(CN1C(=O)C2CC=CCC2C1=O)NCC1COc2ccccc2O1 (configuration not stated)	23%	-12%	·	-5%	6%	-6%	0%	1%	-17%
COc1ccc(CCNC(=O)/C=C/c2ccc(S(=O)(=O)N3CCOCC3)cc2)cc1	-31%	4%	20%[59 µM]	·	-1%	·	·	42%	0%
CC(=O)c1c(C)nn(-c2ccccc2)c1C	8%	-8%	4%	-1%	0%	5%	-1%	4%	-10%
CCn1cc(/C=N\NC(=O)c2ccc(F)cc2)cn1	142%[activator]	-14%	-81%	16%	12%	3%	5%	1%	-2%
Cn1ccnc1C1CCCCN1C(=O)c1cc(COc2ccc(F)cc2Cl)on1 (configuration not stated)	39%[activator]	-8%	?	4%	?	-20%	-2%	-4%	-2%
CCN(CC)c1ccc(/C=N/NC(=O)C2CC2)cc1	14%	6%	?	-28%	-38%	2%	-3%	45%	2%
O=C1OC(Nc2ccc(Cl)cn2)c2ccccc21 (configuration not stated)	0%	-5%	6%[59 µM]	-2%	0%	-4%	-1%	-1%	-3%
CCN(CC(=O)NCc1ccc(Cl)cc1)C(=O)c1sccc1C	11%	-5%	·	·	·	·	·	12%	-8%
O=C(COC(=O)C1=Cc2ccccc2OC1)NC1CCCC1	11%	2%	20%[59 µM]	-8%	-3%	1%	0%	2%	-6%
O=C(NCC(=O)N1CCOCC1)c1ccccc1	26%	-4%	15%	6%	2%	2%	2%	30%	-2%
Cc1ccc(CN2C(=O)C(Cc3ccccc3)Nc3ncnc(N4CCCCC4)c32)cc1 (configuration not stated)	?	-13%	-11%[2.33 µM]	·	-9%	·	·	9%	-9%
COc1cc(C2C(C#N)=C(N)Oc3cc(N)ccc32)cc(OC)c1OC (configuration not stated)	24%	1%	?	16%	-2%	-5%	-14%	-1%	0%
O=C(CN(C1CCCCC1)C1CCCCC1)N1CCc2ccccc2C1	39%[activator]	-9%	10µM*	?	45µM*	-5%	-4%	-1%	-22%
O=C(c1cc(F)ccc1F)C1CCCN(C(=O)c2ccc3nccnc3c2)C1 (configuration not stated)	-6%	-9%	?	0%	-21%	-16%	0%	34%	6%
Cc1sc2ncnc(N/N=C/c3ccc(O)cc3)c2c1C	?	-27%	9%[59 µM]	-17%	-30%	-5%	-8%	-4%	-10%
CC(C)(C)C(=O)COC(=O)c1cc2ccccc2cc1O	19%	-17%	0%[12.7 µM]	7%	1%	-14%	-2%	3%	-15%
CN(C(=O)c1ccc(OC2CCN(S(=O)(=O)N(C)C)CC2)cc1)C1CCCCC1	25%	-5%	-5%	0%	-15%	-3%	4%	1%	7%
COc1cc(OC)c(C2Nc3ccccc3-c3nnc(SCc4ccccc4)nc3O2)cc1OC (configuration not stated)	?	-19%	-31%[59 µM]	-17%	-4%	?	-2%	·	-8%
Cc1ccc(Nc2nc(N)nc(CC#N)n2)cc1	15%	6%	9%[12.7 µM]	-12%	-9%	0%	-6%	-1%	-19%
Cc1cccc(C)c1OCc1nc2c3cnn(-c4ccccc4F)c3ncn2n1	12%	·	6%[59 µM]	0%	0%	-3%	0%	·	17%
COc1ccc(NCc2nnc(SCC(=O)c3ccc(OC)cc3)n2C)cc1	-12%	-9%	?	-2%	-1%	-19%	-2%	-12%	2%
O=C(CCn1cnc(-c2ccccc2)c1-c1ccccc1)N/N=C/c1ccccc1O	47%	-25%	45µM*	?	?	-14%	-5%	-5%	-9%[60.1 µM]
COc1ccc(CCC(=O)N2CCN(c3ccc([N+](=O)[O-])cc3)CC2)cc1OC	21%	-15%	18%	13%	-1%	0%	-3%	7%	-1%
O=C1CSC(c2cccc([N+](=O)[O-])c2)N1c1ccc(O)cc1 (configuration not stated)	21%	-2%	7%	28%	15%	-15%	-2%	0%	6%
O=C(NCc1ccco1)/C(=C/c1ccco1)NC(=O)c1ccccc1	22%	-9%	?	-11%	-14%	0%	-5%	62%[activator]	-11%
O=C(NC1CCC(O)CC1)c1ccc(S(=O)(=O)NCc2ccco2)cc1 (configuration not stated)	13%	-7%	-31%[12.7 µM]	9%	24%	-7%	6%	-10%	-15%
COC(=O)c1nn(-c2cccc(Cl)c2)cc(OC)c1=O	1%	10%	11%	2%	-18%	5%	-2%	69%[activator]	-6%[60.1 µM]
CCN(C(=O)C1CCN(S(=O)(=O)c2ccc3c(c2)CCCN3C(=O)C2CCC2)CC1)c1cccc(C)c1	28%	-20%	-8%[59 µM]	-21%	-11%	47%[activator]	-7%	·	-14%[60.1 µM]
CC(C)c1ccc(NC(=O)CSc2nc3ccsc3c(=O)n2Cc2ccc(C(=O)O)cc2)cc1	-21%	?	15%[59 µM]	?	-36%	-4%	-28%	-11%	?
Cc1cc(F)c(F)c(C(=O)N2CCOCC2)c1	12%	-11%	5%[59 µM]	-2%	9%	5%	2%	3%	2%
O=C(CN1C(=O)C2(OCCCO2)c2ccccc21)NCc1ccccc1	2%	-10%	-1%[12.7 µM]	13%	4%	-9%	-2%	3%	11%
O=C(NC1CCS(=O)(=O)C1)c1ccc(Br)o1 (configuration not stated)	37%[activator]	6%	15%	-14%	1%	4%	-2%	44%[activator]	-1%
COc1ccc(/C=C/C(=O)NC2CCCCCCC2)cc1S(=O)(=O)N1CCOCC1	3%	-14%	-2%[59 µM]	-28%	-18%	-18%	-7%	-2%	-3%
O=C(CC1C(=O)NCCN1Cc1cccc(C(F)(F)F)c1)NCCc1cnccn1 (configuration not stated)	9%	-8%	61%[activator]	45%	-1%	-5%	-3%	17%	-8%
COc1cc(C(=O)NCC(=O)N/N=C/c2cccc(OC(=O)c3ccco3)c2)cc(OC)c1OC	8%	-9%	1%	-1%	-26%	-13%	-5%	4%	-1%
O=C(Nc1ccc(F)cc1)c1sc(Cl)nc1-c1ccccc1	1%	-10%	7%[59 µM]	-5%	-4%	3%	0%	-3%	0%
CCOC(=O)CCCNC(=O)COC(=O)c1ccc(O)cc1	6%	-9%	5%[59 µM]	3%	7%	-3%	0%	17%	10%
Cc1ccc(C)c(NS(=O)(=O)c2ccc(NC(=O)c3ccco3)cc2)c1	-15%	-8%	15%[59 µM]	-1%	7%	-3%	-1%	5%	-15%

6 entries drawn at random from those above:
SMILES	POLI inh	POLH inh	G9a block	POLB inh	BAZ2B block	Anesthetic bind	BLM inh	APEX1 inh	POLK inh
COc1cc(C(=O)NCC(=O)N/N=C/c2cccc(OC(=O)c3ccco3)c2)cc(OC)c1OC	8%	-9%	1%	-1%	-26%	-13%	-5%	4%	-1%
O=C(NC1CCS(=O)(=O)C1)c1ccc(Br)o1 (configuration not stated)	37%[activator]	6%	15%	-14%	1%	4%	-2%	44%[activator]	-1%
COc1ccc(/C=C/C(=O)NC2CCCCCCC2)cc1S(=O)(=O)N1CCOCC1	3%	-14%	-2%[59 µM]	-28%	-18%	-18%	-7%	-2%	-3%
CC(C)c1ccc(NC(=O)CSc2nc3ccsc3c(=O)n2Cc2ccc(C(=O)O)cc2)cc1	-21%	?	15%[59 µM]	?	-36%	-4%	-28%	-11%	?
CCOC(=O)CCCNC(=O)COC(=O)c1ccc(O)cc1	6%	-9%	5%[59 µM]	3%	7%	-3%	0%	17%	10%
O=C(CC1C(=O)NCCN1Cc1cccc(C(F)(F)F)c1)NCCc1cnccn1 (configuration not stated)	9%	-8%	61%[activator]	45%	-1%	-5%	-3%	17%	-8%

(further entries)
SMILES	POLI inh	POLH inh	G9a block	POLB inh	BAZ2B block	Anesthetic bind	BLM inh	APEX1 inh	POLK inh
CC(=O)Nc1ccc(NC(=O)c2ccccc2F)cc1	-3%	-9%	3%[12.7 µM]	1%	11%	-4%	1%	1%	-5%
C=CCn1c(SCc2ccccc2)nnc1-c1cccnc1	-2%	4%	6%[12.7 µM]	-2%	5%	-11%	-1%	8%	-1%
CCOc1ccc(NC(=O)CSc2ncc3c(n2)-c2ccccc2N(C)S3(=O)=O)cc1	28%	-10%	-4%[59 µM]	7%	-1%	31%[activator]	-8%	·	-8%
O=C(Nc1ccc2c(c1)OCO2)c1cc2nc(C3CC3)cc(C(F)(F)F)n2n1	?	?	·	40µM*	?	-11%	-17%	-2%	-18%

Printed as active in BAZ2B block, of those listed so far:
SMILES	POLI inh	POLH inh	G9a block	BAZ2B block	Anesthetic bind	BLM inh	APEX1 inh	POLK inh
O=C(CN(C1CCCCC1)C1CCCCC1)N1CCc2ccccc2C1	39%[activator]	-9%	10µM*	45µM*	-5%	-4%	-1%	-22%
